# RGS4 act: RGS4 potentiation or activation; HEK293 M3R/inducible RGS4, carbachol calcium flux Fluo4; stronger effect = lower value; B-score at 10 µM; 310,000 tested, 0.92% active; AID 463111;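 active = B-score of the integrated calcium signal more than 4 SD below the library mean, with starting fluorescence not abnormally high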;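 note: negative B-score means reduced calcium response which marks RGS4 activation or potentiation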
#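 Test system: HEK293 cells with stable M3R and inducible RGS4; also added: carbachol at ECmax as muscarinic agonist stimulus; schedule: dye loading 30 min 37 °C, buffer rest 30 min RT; technique: kinetic calcium fluorescence imaging with Fluo4-AM dye, 2 µM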
# KCNQ1 act: human KCNQ1 channel potentiation or activation | P51787 | CHO-K1 KCNQ1, thallium flux FluxOR fluorescence; stronger effect = higher value | B-score at 10 µM | 310,000 tested, 0.35% active | AID 2648;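 active = fluorescence ratio B-score, a plate-corrected score, at least three library SD, with initial intensity B-score within 5 SD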
#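 Doses: Single concentration per compound, DMSO matched to controls | Test system: KCNQ1-transfected CHO-K1 cells | Timing: 90 min dye loading and 20 min compound exposure, both at room temperature | Measured by: Kinetic FluxOR thallium fluorescence, 10-s 1-Hz baseline, 110-s post-stimulus read | Medium: Assay buffer with matched DMSO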
# KCNQ1 block: blocks the human KCNQ1 potassium channel | CHO-K1 KCNQ1, FluxOR thallium flux fluorescence; stronger effect = higher value | B-score at 10 µM | 310,000 tested, 1.3% active | AID 2642;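 active = compounds whose thallium flux B-score, printed positive for inhibition, exceeds three library SD while starting fluorescence stays within three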;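 note: channel opened by potassium depolarization with thallium stimulus after 20 min compound exposure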
# SKKanGAS inh: inhibitors of SKKanGAS S. pyogenes growth in kanamycin (SK-promoter or general growth effect); 300,000 tested, 1.3% active; inhibition, % at 7.5 µM; BacTiter-Glo, 6 h;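 active = mean replicate score, as percent of positive control median, at least 50; inconclusive = mean below 50 but one replicate at or above 50; inactive = mean and every replicate below 50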;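 note: strain carries kanamycin resistance gene driven by streptokinase promoter and grows in 40 µg/ml kanamycin; loss of luminescence reflects streptokinase promoter inhibition or plain growth inhibition; 0% = median of DMSO wells and 100% = positive control at its reference dose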
# TMEM16A inh: blocks the mouse calcium-activated chloride channel TMEM16A; HEK293 TMEM16A/YFP iodide influx fluorescence, ionomycin; normalized B-score (activity score, 25-100; higher = stronger inhibition) at 10 µM; Q8BHY3; 310,000 tested, 1.2% active;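 active = ratio plate-corrected score three or more library SD toward inhibition, starting fluorescence score within five deviations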;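 note: score derived from kinetic fluorescence span divided by baseline fluorescence per well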
# KCNK3 block: human KCNK3 channel inhibition, primary screen | O14649 | B-score at 10 µM | 340,000 tested, 0.84% active | CHO-KCNK3 thallium flux, FluxOR fluorescence; stronger effect = lower value | AID 602410;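 active = B-score under library mean minus 4 SD, starting fluorescence ratio at most library mean plus 5 SD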;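 note: more negative B-score means stronger inhibition of thallium flux through KCNK3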
# Target sequence (O14649 whole entry, looked up): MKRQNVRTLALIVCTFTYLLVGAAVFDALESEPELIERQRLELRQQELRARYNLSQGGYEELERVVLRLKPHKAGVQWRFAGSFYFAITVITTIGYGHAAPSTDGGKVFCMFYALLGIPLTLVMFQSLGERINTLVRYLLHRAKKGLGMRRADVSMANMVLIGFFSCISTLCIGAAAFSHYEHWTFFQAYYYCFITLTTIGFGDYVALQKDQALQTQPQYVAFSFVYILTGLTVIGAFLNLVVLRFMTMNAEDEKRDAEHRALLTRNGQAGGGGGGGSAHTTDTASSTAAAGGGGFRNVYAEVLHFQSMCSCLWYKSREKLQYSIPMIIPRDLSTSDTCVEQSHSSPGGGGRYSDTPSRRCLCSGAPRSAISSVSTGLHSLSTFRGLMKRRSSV
# hERG protect: compounds protecting human hERG from proarrhythmic drug block; Q12809; CHO-hERG, FluxOR thallium flux, dofetilide IC70 present; activation (rescue from dofetilide block), less the hit threshold, % at 10 µM; 310,000 tested, 0.51% active; AID 1511;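 active = activation above the mean of controls blocked by dofetilide plus 5 SD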;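 note: thallium influx through hERG after potassium depolarization seen as dye fluorescence rise; in these data hits start at about 4.7%; inactives centre near -7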
# RGS4 block: human RGS4 inhibition. P49798. HEK293 M3R/RGS4 inducible, Fluo-4 calcium flux; stronger effect = higher value; triggered by carbachol at its EC20. B-score at 10 µM. 310,000 tested, 0.45% active;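 active = B-score, a plate-corrected calcium signal, over three deviations above library mean, with baseline fluorescence within five deviations of library mean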;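 note: RGS4 expression induced by doxycycline in cells with stable M3 receptor; B-score is computed from the integrated fluorescence ratio over baseline after carbachol; higher B-score means a larger calcium signal and so more RGS4 inhibition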
# Target sequence (P49798 whole entry, looked up): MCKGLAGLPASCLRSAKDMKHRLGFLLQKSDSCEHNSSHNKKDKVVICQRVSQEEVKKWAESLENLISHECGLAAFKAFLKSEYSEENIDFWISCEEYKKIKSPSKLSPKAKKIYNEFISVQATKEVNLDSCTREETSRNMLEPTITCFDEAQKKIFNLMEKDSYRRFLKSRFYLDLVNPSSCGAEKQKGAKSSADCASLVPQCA
# ANO1 activ: activates or potentiates the mouse TMEM16A chloride channel | Q8BHY3 | HEK293 TMEM16A/YFP-H148Q/I152L, iodide quench fluorescence; stronger effect = lower value | B-score at 10 µM | 340,000 tested, 0.3% active | AID 623877;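 active = fluorescence-ratio B-score plate-corrected deviation score at least 3 library SD below zero, with starting fluorescence score within 5 deviations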;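 note: channel opened by trigger with iodide after compound preincubation; score built on the fluorescence ratio of max minus min over baseline; more negative score means more quench and so TMEM16A activation or potentiation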
# KCNK9 block: blocks the human KCNK9 two-pore domain potassium channel. HEK293 KCNK9, FluxOR thallium flux fluorescence; stronger effect = lower value. 310,000 tested, 1.2% active. B-score at 10 µM. Q9NPC2;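 active = ratio B-score over 3 SD below the library mean, with starting fluorescence within 5 SD of its mean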;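 note: negative B-score means less thallium flux so channel inhibition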
# HDAC3 inh: inhibitors of human histone deacetylase 3 | recombinant HDAC3, fluorogenic peptide/trypsin coupled, fluorescence | inhibition, % at 8.3 µM | 320,000 tested, 0.15% active | O15379 | AID 2718; in the data active = inhibition above about 26%, passing the limit was not always enough; inconclusive = no clear call, values can overlap the other calls
# Target sequence (O15379 whole entry, looked up): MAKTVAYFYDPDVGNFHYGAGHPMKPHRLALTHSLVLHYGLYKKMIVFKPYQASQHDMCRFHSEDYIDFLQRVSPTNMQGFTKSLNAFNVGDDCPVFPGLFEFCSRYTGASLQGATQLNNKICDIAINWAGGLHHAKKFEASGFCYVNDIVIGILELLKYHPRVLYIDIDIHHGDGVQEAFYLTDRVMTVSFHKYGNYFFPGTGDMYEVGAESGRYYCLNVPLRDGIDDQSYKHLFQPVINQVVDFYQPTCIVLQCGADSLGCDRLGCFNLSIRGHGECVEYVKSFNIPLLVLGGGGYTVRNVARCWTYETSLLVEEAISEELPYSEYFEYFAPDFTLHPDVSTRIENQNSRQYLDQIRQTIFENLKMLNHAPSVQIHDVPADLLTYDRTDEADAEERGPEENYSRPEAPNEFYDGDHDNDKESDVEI
# Starred values were filed as active, the others as inactive; i = inactive; ? = inconclusive; . = not tested or not shown.
SMILES,RGS4 act,KCNQ1 act,KCNQ1 block,SKKanGAS inh,TMEM16A inh,KCNK3 block,hERG protect,RGS4 block,ANO1 activ,KCNK9 block,HDAC3 inh
CC(=O)Nn1cnc2c(c1=O)C1(CCCCC1)Cc1ccccc1-2,i,i,i,-4,i,i,-12,i,i,i,0
Cc1ccc(-n2nnnc2SCC(=O)Nc2sc(C)c(C)c2C#N)cc1C,i,i,i,7,i,i,-2,i,i,i,-2
COc1ccc(NC(=O)CN2CCC(Cc3ccccc3)CC2)cc1S(=O)(=O)N1CCOCC1,i,i,i,-1,i,i,-5,i,i,i,-5
CCCn1nc(NC(=O)COC)c2cc3cc(C)ccc3nc21,i,i,i,-1,i,i,-6,i,i,i,-4
COc1ccc(NS(=O)(=O)c2cc(NC(=O)c3cccc(OCc4c(C)noc4C)c3)ccc2OC)cc1,i,i,i,19,i,i,-13,i,i,i,1
Cc1c(Cl)cccc1NC(=O)CCN1CCCC(C)C1 (stereo not given),i,i,i,1,i,i,-1,i,i,i,3
COc1ccc(NC(=O)c2ccc(NC(=O)COC(=O)CC(NC(=O)c3ccccc3Cl)c3ccccc3)cc2)cc1 (stereo not given),i,i,i,21,i,i,-16,i,i,i,.
O=c1[nH]c2ccc(S(=O)(=O)N3CCN(c4ccccc4F)CC3)cc2s1,i,i,i,6,i,i,-5,i,i,i,-4
CSc1ccccc1OCc1cc(C(=O)N2CCc3c(Cl)cccc3C2)no1,i,i,i,14,i,i,-12,i,i,i,?
c1ccc(-c2noc(C34CC5CC(CC(C5)C3)C4)n2)cc1,i,i,i,-4,i,i,-10,i,i,i,10
O=C(Cc1ccccc1Cl)NNC(=O)Nc1ccccc1,i,i,i,-5,i,i,-10,i,i,i,4
CCOc1ccc(N(C)C(=O)CCc2nnc3ccc(N4CCCCC4)nn23)cc1,i,i,i,-1,i,i,-8,i,i,i,-7
Cc1ccc(S(=O)(=O)NCc2ccccc2)cc1C(=O)N(C)CC(=O)Nc1c(Cl)cccc1Cl,i,i,i,1,i,i,-15,i,i,i,-9
Cc1cccc(NC(=O)Nc2c(C)n(C)n(-c3ccccc3)c2=O)c1,i,i,i,-4,i,i,-7,i,i,i,5
CC(C)c1ccc(NS(=O)(=O)c2ccc3[nH]cc(C(=O)N4CCC(C(N)=O)CC4)c(=O)c3c2)cc1,i,i,i,13,i,i,-4,i,i,i,2
O=C(O)CCc1[nH]c2ccccc2c1Sc1ccccc1,i,i,i,6,i,i,-4,i,i,i,9
CC(Cl)C(=O)c1c(N)n(C)c(=O)n(C)c1=O (stereo not given),i,i,i,-1,i,i,-7,i,i,i,-2
O=C(Nc1ccc(Cl)cc1)[C@@H]1[C@@H]2C(=O)N(c3ccc(Cl)cc3Cl)C(=O)[C@@H]2[C@H]2C=CC=NN21,i,i,i,9,i,.,-10,i,.,i,-5
COc1cccc(C2=NOC(C(=O)Nc3c(C)n(C)n(-c4ccccc4)c3=O)C2)c1 (stereo not given),i,i,i,1,i,i,-9,i,i,i,-2
CC(=O)NC1(C(=O)O)CCCC1,i,i,i,-8,i,i,-11,i,i,i,-2
O=C(c1ccccc1)N1CCN(C2CCCCC2)CC1,i,i,i,-1,i,i,-2,i,i,i,-4
CCn1c(SCC(=O)Nc2cc(C)on2)nnc1-c1cccc(C)c1,i,i,i,0,i,i,-5,i,i,i,-6
CN(C)c1ccc(CN(C(=O)/C=C/c2ccco2)C2CCS(=O)(=O)C2)cc1 (stereo not given),i,i,i,0,i,i,1,i,i,i,6
Oc1ccc(C=Nc2ccccc2-c2nc3ccccc3[nH]2)cc1,i,i,i,5,i,i,-4,i,i,i,-132
Cc1noc(C)c1COC(=O)CCCc1c[nH]c2ccccc12,i,i,i,7,i,i,-4,i,i,i,-5
Cc1ccc(NC(=O)c2cncc(Br)c2)c(O)c1,i,i,i,10,i,i,-7,i,i,i,-12
O=C1c2ccc(-c3ccc4c(c3)C(=O)N(CCCO)C4=O)cc2C(=O)N1CCCO,i,i,i,6,i,i,-10,i,i,i,-17
Cc1cc(C)c2nc(SCC#N)cc(C)c2c1,i,i,i,-12,i,i,-3,i,i,i,-5
Cc1cc(C)nc(N2CCC(C(=O)NCCc3ccccc3)CC2)n1,i,i,i,3,i,i,-14,i,i,i,-7
Cc1ccc(C)c2[nH]c(=O)c(CCNC(=O)CC(C)(C)C)cc12,i,i,i,-3,i,i,-7,i,i,i,-2
S=C(Nc1ccccc1)N1CCN(C(=S)Nc2ccccc2)CC1,i,i,i,10,i,.,-4,i,.,i,2
O=C1COc2ccc(C(=O)COC(=O)c3ccccc3[N+](=O)[O-])cc2N1,i,i,i,4,i,i,-12,i,i,i,1
CCCS(=O)(=O)Nc1c(C(=O)O)[nH]c2ccc(OC)cc12,i,i,i,-3,i,i,-11,i,i,i,-47
COc1ccc2[nH]c(=O)c(CN(C)C(=O)C3CCCCC3)cc2c1,i,i,i,-5,i,i,-4,i,i,i,0
O=C(c1cccn(Cc2ccc(C(F)(F)F)cc2)c1=O)N1CCOCC1,i,i,i,8,i,i,-9,i,i,i,-3
CC(=O)c1cc(CN2CCN(CC=C(C)C)C(CCO)C2)cs1 (stereo not given),i,i,i,-3,i,i,-3,i,i,i,6
O=C(c1ccc(F)cc1)N1CCN(c2cc(=O)[nH]nc2-c2ccccc2)CC1,i,i,i,-7,i,i,-7,i,i,i,-2
O=C(Oc1nsnc1N1CCOCC1)N1CCOCC1,i,i,i,-4,i,i,-6,i,i,i,2
Cc1ccsc1CN1CCN(c2ccccn2)CC1,i,i,i,-11,i,i,-11,i,i,i,-3
O=S(=O)(O)Oc1c[nH]c2ccccc12,i,i,i,40,i,.,-13,i,.,i,3
Cc1c(F)cccc1NC(=O)CSCC(=O)Nc1ccccc1,i,i,i,-1,i,i,-6,i,i,i,-3
CCCc1nc2ccccc2c(NC(=O)CN(CC)CC)c1CC,i,i,i,-14,i,i,-7,i,i,i,-1
CCc1ccc(OC(=O)c2cncc(Br)c2)cc1,i,i,i,8,i,i,-5,i,i,i,12
CC(C)N1C(=O)S/C(=C/c2ccc(Sc3nc4ccccc4[nH]3)o2)C1=O,i,i,i,-6,100*,-11*,-8,i,i,i,13
COC(=O)c1[nH]nc(C(=O)OC(C)(C)C)c1-c1ccccc1,i,i,i,-5,i,i,-10,i,i,i,2
CC1CN(C(=O)C(Sc2ccccc2)c2ccccc2)CC(C)O1 (stereo not given),i,i,i,2,i,i,-8,i,i,i,1
CC(C)C[C@H](NC(=O)N1CCn2c1nc1ccccc12)C(=O)NCC1CCCO1 (stereo not given in full),i,i,i,-2,i,i,-3,i,i,i,-1
c1ccc(N2CCN(c3ncccn3)CC2)cc1,i,i,i,4,i,i,-5,i,i,i,3
CCNc1c(N)c(=O)oc2ccccc12,i,i,i,4,i,i,-10,i,i,i,5
COc1cc(N)c(Cl)cc1C(=O)OCC(=O)Nc1cccnc1Cl,i,i,i,-3,i,i,-1,i,i,i,0
# Other entries follow.
SMILES,RGS4 act,KCNQ1 act,KCNQ1 block,SKKanGAS inh,TMEM16A inh,KCNK3 block,hERG protect,RGS4 block,ANO1 activ,KCNK9 block,HDAC3 inh
Cc1cc(C)c(C#N)c(SCc2ccccc2C)n1,i,i,i,4,25*,i,-5,i,i,i,1
COc1cc(/C=N/Nc2ccc(F)cc2F)cc(OC)c1OC,i,i,i,3,i,i,-7,i,i,i,5
Clc1nc(NC2CCCC2)nc(N2CCOCC2)n1,i,i,i,4,i,i,-6,i,i,i,-5
COc1cccc(-n2c(SCC(=O)Nc3sc4c(c3C(N)=O)CCC4)nc3ccccc3c2=O)c1,i,i,i,23,i,i,-6,i,i,i,-2
COC(=O)c1ccc(C(=O)OC)c(NC(=O)CS(=O)(=O)Cc2ccccc2)c1,i,i,i,-1,i,i,-9,i,i,i,0
O=C1c2ccccc2C(=O)N1Cc1ccc2c(c1)OCO2,i,i,i,-1,i,i,-6,i,i,i,2
COc1ccccc1-c1noc(CCC(=O)NC2CCCCC2)n1,i,i,i,2,i,i,-10,i,i,i,-4
CC1(C)Cc2c(c(-c3ccccc3)[nH]c(=O)c2C#N)CO1,i,i,i,-2,i,i,-5,i,i,i,-4
FC(F)(F)c1cccc(OCc2noc(-c3ccsc3)n2)c1,i,i,i,-3,i,i,-2,i,i,i,5
CC(=O)c1cccc(NC(=O)c2ccc(C(=O)Nc3cccc(C(C)=O)c3)nc2)c1,i,i,i,2,i,i,-13,i,i,i,0
CS(=O)(=O)Nc1ccc(Br)cc1C(=O)c1ccccc1,i,i,i,6,i,i,-16,i,i,i,-4
O=C(NCCN1CCOCC1)C(=O)NCC1OCCN1S(=O)(=O)c1cc(F)ccc1F (stereo not given),i,i,i,25,i,i,-3,i,i,i,-7
COCCNCC(=O)N1CCCCCC1,i,i,i,-3,i,i,-14,i,i,i,10
CNS(=O)(=O)c1cnccc1N1CCN(c2cccc(C(F)(F)F)c2)CC1,i,i,i,-4,i,i,-9,i,i,i,4
CC(=O)c1ccc(NC(=S)Nc2cccc3ccccc23)cc1,i,i,i,23,i,i,-5,i,i,i,-2
CCOC(=O)N1CCC(N(CCN(C)C)C(=S)Nc2ccccc2C)CC1,i,i,i,1,i,i,-6,i,i,i,-2
CC(=O)Nc1ccc(S(=O)(=O)NCc2ccc(C)cc2)cc1,i,i,i,-11,i,i,-15,i,i,i,6
CCC(C)(C)NC(=O)C(C(C)C)N(CC1CCCO1)C(=O)CNS(=O)(=O)c1ccc(F)cc1 (stereo not given),i,i,i,27,i,i,-8,i,i,i,-11
COc1ccccc1NC(=O)c1cc(-c2ccc(C)o2)nc2ccccc12,i,i,i,11,i,i,-10,i,i,i,6
C/C(=N\NC(=O)C(C)n1nc(C)c([N+](=O)[O-])c1C)c1ccccc1O (stereo not given),i,i,i,2,i,i,-7,i,i,i,1
COC(=O)C1CN(C(=O)COc2cccc(C)c2C)c2ccccc2O1 (stereo not given),i,i,i,22,i,i,-5,i,i,i,0
CCOC(=O)CC1C(=O)NCCN1Cc1cccs1 (stereo not given),i,i,i,-12,i,i,-4,i,i,i,4

# High-throughput results (PubChem)
